# Screening data as filed in PubChem BioAssay.
# ARNT TACC3 PPI – disruptors of human ARNT/TACC3 interaction; 0.66% of 390,000 active; inhibition, % at 9.99 µM; Q9Y6A5; AlphaScreen His-ARNT PAS-B/GST-TACC3 binding, luminescence; TACC3 fragment carries E629A point mutation;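 active = mean inhibition of replicates at least 50% and at least half of replicates each reaching 50%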;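 note: 0% = complete ARNT plus TACC3 wells and 100% = ARNT alone without TACC3; many hits fall short of the cut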
# PGC1a acetyl inh – modulators of PGC1a acetylation | U2OS PGC1a acetylation, AlphaScreen anti-acetyl-lysine; with virally co-expressed GCN5 acetyltransferase | inhibition, % at 15.6 µM | 0.17% of 350,000 active;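 active = every replicate shows inhibition of at least 40%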;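 note: 0% = neutral control wells and 100% = positive control wells; some results beyond the cut were filed as inactive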
# PglD DTNB – blocks C. jejuni PglD acetyltransferase activity | purified PglD enzyme, DTNB colorimetric CoA detection | inhibition, % at 12.5 µM | 0.098% of 360,000 active | AID 602405; in the data active = inhibition above about 16%, passing the limit was not always enough; note: strong numbers were not always called active
# Cneo AK release – causes C. neoformans cell lysis | adenylate kinase release luminescence, 4 h; normalised: neutral wells 0, clomiphene wells 100 | lysis activity, % at 15 µM | 0.2% of 360,000 active | AID 651654;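 active = mean lysis activity across replicates of at least 80%, whatever share of replicates individually reach that level; inactive = mean lysis activity below 80%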
#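 Signal: Adenylate kinase release luminescence | Assay system: Log-phase Cryptococcus neoformans yeast cells | Input: Cells at 5 × 10^6 per mL | Buffer or medium: Fresh YPD growth medium | Compound: Single dose | Schedule: Static 4 h at 37 °C with compound, 1 h detection | Controls: Clomiphene | Read-out: Luminescence rise reflecting yeast cell lysis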
# PAX8 reporter – lowers PAX8-driven luciferase in RMG-I cells; RMG-I TPO-luciferase reporter, SteadyGlo, 24 h; inhibition, % at 12.6 µM; 1.2% of 360,000 active;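 active = mean replicate inhibition at least 60% with every replicate also reaching 60%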;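 note: luciferase light reporting Pax8 driven TPO promoter activity; plate controls were median of neutral control wells for no effect and mitoxantrone controls for full effect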
# INS-1E GSIS act – primary screen for activators of insulin secretion dependent on glucose, INS-1E cells, GLuc reporter luminescence; INS-1E GLuc reporter insulin secretion, 2-3 h; activation, % at 16.6 µM; 0.61% of 370,000 active; AID 743287;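 active = lowest replicate activation of at least 40%, so every replicate reaches that level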;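 note: 0% = median of neutral control wells and 100% = median of IBMX positive control wells; some compounds called inactive have numbers as strong as hits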
# LGR2 inh – Drosophila LGR2 receptor signaling inhibition | AID 720647 | 0.35% of 380,000 active | HEK293 LGR2, CRE-luciferase, bursicon-stimulated, 4 h | inhibition, % at 9.99 µM;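 active = drop in luminescence signal, shown as inhibition above about 50% in the replicate tests, limit read from the data, passing the limit was not always enough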;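 note: agonist challenge used bursicon conditioned medium at about half maximal strength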
# Statin myotox sup – protects C2C12 myotubes from simvastatin toxicity | ATP luminescence, 48 h; scaled: DMSO 0, geranylgeraniol control 100 | 0.78% of 330,000 active | rescue of ATP level, % at 7.49 µM | AID 602340;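 active = mean ATP rescue above about 67%, or every replicate alone reaching that limit, limit read from the data, passing the limit was not always enough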;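 note: myotubes were challenged with 10 µM simvastatin during compound exposure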
# Numbers without * were called inactive; . = not tested or not shown; & = joins results of further samples.
item	compound	ARNT TACC3 PPI	PGC1a acetyl inh	PglD DTNB	Cneo AK release	PAX8 reporter	INS-1E GSIS act	LGR2 inh	Statin myotox sup
1	COc1ccc(N2C(=NC(=O)C3CCCCC3)SC3CS(=O)(=O)CC32)cc1OC (stereo unspecified)	0	8	-5	3	-15	20	4	-3
2	O=C(NCc1cccnc1)c1cn(-c2ccccc2)nc1-c1ccccc1	23	0	.	.	9	-1	8	.
3	Cc1ccc(-c2nc3ccccc3c(=O)n2N)cc1	4	8	-11	-16	28	1	-6	7
4	CC(C)(C)CN1C(N)=NC[C@@H]1Cc1ccc(O)cc1	-4	.	-3	8	-2	29	-9	1
5	CC(C)N(CCO)C(=O)C(c1ccccc1)c1ccccc1	-3	.	5	-2	.	.	.	-1
6	Cc1ccc(S(=O)(=O)N(C)C)cc1NC(=O)COC(=O)Cc1ccsc1	0	6	2	-2	10	26	2	5
7	CC1=Nc2ccccc2/C1=C\c1sc(Nc2ccc(C)cc2)nc1O	-2	.	.	.	56	-27	-13	.
8	O=C(C[C@H]1CC[C@H](NC(=O)CN2CCOCC2)[C@H](CO)O1)NCCc1ccncc1	-11	2	2	0	-17	11	22	0
9	CSc1nnc(-c2ccc(Cl)cc2Cl)o1	-6	.	3	4	.	22	-53	9
10	C[C@@H]1CCCCO[C@H](CN(C)C(=O)Nc2ccc(C(F)(F)F)cc2)[C@@H](C)CN([C@H](C)CO)C(=O)c2cc(NC(=O)Nc3cccc4ccccc34)ccc2O1	-6	.	-1	-2	16	14	-8	-53
11	CC1CCCCC1NC(=O)CCn1ccc2cc(S(=O)(=O)N3CCCC3)ccc21 (stereo unspecified)	-4	-8	-2	0	.	.	.	-12
12	Cc1ccccc1C(=O)N1CCC1(C)C(=O)NC(C)C (stereo unspecified)	.	-6	-5	0	-8	5	44	10
13	O=C(Nc1nnc(C2CCCC2)s1)C1CCC1	-7	8	0	-1	.	.	.	.
14	Cc1ccccc1C(=O)NCCCNC(=O)c1cnccn1	0	.	-1	-9	-1	12	25	4
15	COc1ccc(C(=O)Cn2c(NCCCO)nc3ccccc32)cc1OC	-8	.	4	0	-1	18	2	4
16	CC(NC(=O)CCC(=O)N1CCCCCC1)c1ccccc1 (stereo unspecified)	2	1	-2	1	15	9	10	6
17	CCCN(CCC)S(=O)(=O)c1ccc(C(=O)N2CCC(=O)c3ccccc32)cc1	1	11	-18	-1	.	.	.	4
18	COc1ccc(NC(=O)Cn2c(=O)n(-c3ccc(CC(=O)NCc4ccco4)cc3)c(=O)c3ccccc32)cc1	-3	-8	2	1	38	13	-8	.
19	O=C(O)CC(NC(=O)/C(=C/c1ccccc1)NC(=O)c1ccccc1)c1ccccc1 (stereo unspecified)	-2	.	.	.	2	6	13	.
20	NC(=O)C1CCCN(C(=O)c2ccc(Cl)c(S(=O)(=O)N3CCc4ccccc43)c2)C1 (stereo unspecified)	3	-8	-9	4	19	-7	-28	8
21	COc1ccc(C2/C(=C(/O)c3cnn(-c4ccccc4)c3C)C(=O)C(=O)N2CCN(C)C)cc1OC (stereo unspecified)	4	9	.	.	9	-4	-14	-3
22	CN1CCN(c2ccc(NC(=S)NC(=O)c3cccc4ccccc34)cc2)CC1	2	3	4	9	-14	7	9	7
23	CC(=O)c1cccc(NC(=O)c2csc3c2CCCCC3)c1	0	.	.	.	-85	35	-16	.
24	C#CCN1c2ccccc2Sc2cccnc21	0	.	.	.	0	23	-23	-2
25	O=C(CN1CCSC1=O)N1CCN(S(=O)(=O)c2ccc(Cl)cc2)CC1	-3	6	-1	-4	6	.	-12	2
26	N#Cc1ccccc1NC(=O)CSc1cn[nH]n1	-1	.	5	-3	-21	26	-3	0
27	Cc1cccc(NC(=O)COc2coc(CN3CCc4ccccc4C3)cc2=O)c1	-4	-1	2	-1	10	-6	6	-6
28	C[C@@H]1CN([C@@H](C)CO)C(=O)c2cc(NC(=O)CCC(F)(F)F)ccc2O[C@@H]1CN(C)C(=O)NC1CCCCC1	.	6	0	0	-4	6	-10	-13
29	O=C(CC1C=CCC1)Nc1ccccc1 (stereo unspecified)	0	2	-2	0	-42	.	4	-3
30	Cc1ccc(C(=O)Nc2sc(C)c(C)c2C(=O)c2ccccc2)cc1	-8	.	.	.	-14	-5	-1	-24

# 3 compounds from above, sorted by length of the SMILES, descending.
item	compound	ARNT TACC3 PPI	PGC1a acetyl inh	PglD DTNB	Cneo AK release	PAX8 reporter	INS-1E GSIS act	LGR2 inh	Statin myotox sup
19	O=C(O)CC(NC(=O)/C(=C/c1ccccc1)NC(=O)c1ccccc1)c1ccccc1 (stereo unspecified)	-2	.	.	.	2	6	13	.
25	O=C(CN1CCSC1=O)N1CCN(S(=O)(=O)c2ccc(Cl)cc2)CC1	-3	6	-1	-4	6	.	-12	2
16	CC(NC(=O)CCC(=O)N1CCCCCC1)c1ccccc1 (stereo unspecified)	2	1	-2	1	15	9	10	6

# More records follow:
item	compound	ARNT TACC3 PPI	PGC1a acetyl inh	PglD DTNB	Cneo AK release	PAX8 reporter	INS-1E GSIS act	LGR2 inh	Statin myotox sup
31	CCOC(=O)C(C)Oc1cccc2c(=O)n(CC(=O)Nc3ccc(OC)cc3)ccc12 (stereo unspecified)	.	.	1	2	-11	12	-6	24
32	C[C@@H]1CN([C@@H](C)CO)C(=O)c2cc(C#CCN(C)C)cnc2O[C@H]1CN(C)C(=O)c1ccc2c(c1)OCO2	-2	-4	0	0	.	-2	-12	1
33	O=C(NCC1CCCO1)c1ccc(OC2CCN(C(=O)C3CC3)CC2)cc1 (stereo unspecified)	-4	.	3	-3	-6	4	13	.
34	O=C(CN1CCN(c2ccc(F)cc2)CC1)Nc1ccccc1C(=O)NCCc1ccccc1	2	-1	3	1	-28	-44	-21	-35
35	CO[C@H]1CN(C)C(=O)c2ccc(NS(C)(=O)=O)cc2OC[C@H](C)N(CCC(F)(F)F)C[C@H]1C	13	0	-1	5	-1	5	-12	0
36	CCS(=O)(=O)Nc1ccc(C2=NN(C(=S)Nc3ccccc3)C(c3ccco3)C2)cc1 (stereo unspecified)	-11	.	.	.	-8	-25	-18	.
37	O=S(=O)(/C=C/c1ccccc1)N1CCN(c2ccc(F)cc2)CC1	2	-15	-11	3	.	.	.	6
38	COC(=O)c1cccc(NC(=S)N2CCN(C)CC2)c1	-2	.	-2	3	1	-3	14	-3
39	COc1ccc(C(=O)N2CCN(CCc3ccccn3)CC2)cc1	8	-5	6	-2	-5	9	7	-2
40	CC(C)(C)n1nnnc1C(c1cccnc1)N1CCN(C(=O)c2ccco2)CC1 (stereo unspecified)	-16	13	1	0	.	-2	-22	4
41	CN1c2ccc(Br)cc2[C@H]2[C@H](CCN2S(=O)(=O)c2cccc(F)c2)[C@@H]1CO	-2	-28	0	-9	3	-7	7	32
42	CCCOc1cccc(C(=O)N/N=C/c2ccoc2)c1	2	5	-4	4	-60	15	-7	-6
43	COc1ccccc1NC(=O)N[C@H]1CC[C@H](CCNS(=O)(=O)c2ccc(F)cc2)O[C@H]1CO	-4	4	3	6	21	-7	5	-5
44	O=C(N/N=C/c1ccc(O)c(O)c1)c1cccc(S(=O)(=O)N2CCCC2)c1	13	-15	-1	1	6	12	22	-6
45	O=C(Nc1ccc(F)cc1)N[C@@H]1CC[C@H](CCn2cc(-c3ccc(F)cc3)nn2)O[C@H]1CO	-29	-11	-3	-2	2	0	6	7
46	C[C@@H]1CN([C@@H](C)CO)C(=O)c2cccc(NC(=O)CCCCCC(=O)Nc3ccccc3N)c2O[C@@H]1CN(C)S(C)(=O)=O	.	6	.	.	-6	18	-9	.
47	COc1ccc(-c2cc(=O)oc3cc(OCC(=O)N4C[C@H]5C[C@@H](C4)c4cccc(=O)n4C5)ccc23)cc1	3	-1	-1	1	.	15	-28	4
48	Cc1cc(C)cc(-n2cnc3cc(C(=O)O)ccc32)c1	-5	26	3	1	.	-20	8	8
49	C[C@@H]1CN([C@@H](C)CO)C(=O)CCCn2cc(nn2)CO[C@@H]1CN(C)C(=O)Nc1ccc(F)cc1	0	-7	-2	-1	-1	-7	3	-2
50	Cc1oc2cc3oc(=O)c(CCC(=O)NCCC(=O)O)c(C)c3cc2c1C	7	2	-1	-2	5	9	8	4
51	Nc1nc(SCc2ccccc2)n[nH]1	-24	-7	5	0	-3	-1	-7	.
52	CCN(CC)C(=O)Oc1ccc2oc(=O)cc(-c3cc4cccc(OC)c4o3)c2c1	5	3	-2	1	-17	4	13	-11
53	CCCCOC(=O)c1ccc(NC(=O)c2cc(Cl)c(Cl)cc2C(=O)O)cc1	5	.	.	.	-45	12	-49	.
54	Cn1c(NCc2ccco2)nc2c1c(=O)n(Cc1ccc(Br)cc1)c(=O)n2C	-6	5	5	1	.	-10	4	-6
55	COc1ccc(NC(=O)Nc2cccc3c2O[C@H](CN(C)C(=O)Nc2ccc4c(c2)OCO4)[C@H](C)CN([C@@H](C)CO)C3=O)cc1	-3	-1	-4	-5	.	0	18	27
56	O=C(N/N=C/c1cccc(O)c1)c1cc2c(ccc3ccccc32)o1	-3	-4	0	1	3	-18	-3	-5
57	CCCNC(=O)N(C)C[C@@H]1Oc2cc(C#C[C@H](C)O)ccc2S(=O)(=O)N([C@@H](C)CO)C[C@@H]1C	-1	-26	3	0	.	-2	-4	-4
58	CC=Cc1ccc2n(c1=O)C[C@@H]1[C@@H](CO)[C@H](C(=O)N[C@@H](C)c3ccccc3)[C@H]2N1Cc1ccccc1 (mixture of isomers)	.	-2	.	.	-3	-16	-3	.
59	CCc1cccc(C)c1NC(=S)N(CCCN1CCN(C)CC1)Cc1cccs1	-11	3	-3	-1	3	-2	-4	-10
60	Cc1ccccc1NCC(=O)N/N=C/c1ccc([N+](=O)[O-])cc1	-24	.	.	.	12	-22	5	.
61	O=C(C[C@@H]1CC[C@H](NS(=O)(=O)c2ccc(F)cc2)[C@H](CO)O1)N1CCC(Cc2ccccc2)CC1	-7	4	3	45	18	-30	4	10
62	Cc1cc(NS(=O)(=O)c2ccc(NC(=O)COc3ccc(Cl)c(C)c3)cc2)no1	-24	.	9	7	38	4	10	-1
63	CN(CC(=O)Nc1cccc(F)c1)C(=O)CSc1ccccc1	0	.	0	0	-8	-6	-2	-2
64	CCc1ccc(CN2CCN(S(=O)(=O)Cc3ccccc3)CC2)cc1	-10	-6	2	1	15	.	.	3
65	CCOC(=O)CCN(Cc1cccs1)S(=O)(=O)c1ccc(F)cc1	-12	-8	-1	-1	.	-6	10	0
66	Cc1scc(C(=O)N/N=C/c2ccc(Cl)s2)c1C	-8	.	1	-4	-76	-2	-45	.
67	CCOC(=O)c1c(NC(=O)CSc2nccn2C)sc(C(=O)NC)c1C	-1	4	2	-3	0	16	-12	1
68	O=C(COc1ccccc1)Nc1ccc(N2CCN(C(=O)c3cccs3)CC2)cc1	3	.	.	4	15	.	.	-2
69	CN(C)CC/C=C1/c2ccccc2Sc2ccc(Cl)cc21	20	-1&-8	-3&-3	2&10	-3&4	1	-36	-3
70	CC(C)NS(=O)(=O)c1ccc(OCC(=O)Nc2ccc3c(c2)OCO3)cc1	3	-2	.	.	-13	8	-27	.
71	O=C(NC(=S)Nc1cc(S(=O)(=O)N2CCOCC2)ccc1N1CCOCC1)c1ccco1	2	.	.	.	3	2	-3	.
72	O=C(c1ccccc1)N1CCCCC(Cl)C1=O (stereo unspecified)	-5	.	5	1	10	12	-2	2
73	Cc1ccc(N=Cc2ccc[nH]2)c(O)c1	-9	3	2	0	.	.	.	0
74	O=C(NCC1CCCO1)c1cc2nc(-c3ccco3)cc(C(F)(F)Cl)n2n1 (stereo unspecified)	-5	.	-4	-9	0	9	-1	-36
75	c1ccc(CSc2nnnn2-c2ccc3c(c2)OCCO3)nc1	-5	-4	-7	-5	.	.	.	2
76	COCCNC(=O)COc1cccc2c1OC(C)(C)C2	-6	.	.	.	-4	19	-6	.
77	COC(=O)c1ccc(OC(=O)CS(=O)c2ccccc2[N+](=O)[O-])cc1 (stereo unspecified)	14	6	.	.	24	-7	9	.
